High-throughput results: PubChem BioAssay, National Center for Advancing Translational Sciences (NCATS)
RXFP1 agonist: qHTS Assay for Agonists of the Relaxin Receptor RXFP1; Relaxin receptor 1 (Homo sapiens), Q9HBX9; HEK293T-RXFP1 cAMP TR-FRET, 30 min; response scale: percent of porcine relaxin response, buffer zero; Potency, µM (highest dose often 57.5 µM), without a hit: at the top dose activation, actives largely listed as activators; actives 0.3% (n = 370,000); also: % is scaled to controls: 0 for no effect and ±100 for the full control effect; nearly all actives have a fitted effect of over 60% in size; many of its hits are not listed in these tables
Target sequence (Q9HBX9 whole entry, looked up): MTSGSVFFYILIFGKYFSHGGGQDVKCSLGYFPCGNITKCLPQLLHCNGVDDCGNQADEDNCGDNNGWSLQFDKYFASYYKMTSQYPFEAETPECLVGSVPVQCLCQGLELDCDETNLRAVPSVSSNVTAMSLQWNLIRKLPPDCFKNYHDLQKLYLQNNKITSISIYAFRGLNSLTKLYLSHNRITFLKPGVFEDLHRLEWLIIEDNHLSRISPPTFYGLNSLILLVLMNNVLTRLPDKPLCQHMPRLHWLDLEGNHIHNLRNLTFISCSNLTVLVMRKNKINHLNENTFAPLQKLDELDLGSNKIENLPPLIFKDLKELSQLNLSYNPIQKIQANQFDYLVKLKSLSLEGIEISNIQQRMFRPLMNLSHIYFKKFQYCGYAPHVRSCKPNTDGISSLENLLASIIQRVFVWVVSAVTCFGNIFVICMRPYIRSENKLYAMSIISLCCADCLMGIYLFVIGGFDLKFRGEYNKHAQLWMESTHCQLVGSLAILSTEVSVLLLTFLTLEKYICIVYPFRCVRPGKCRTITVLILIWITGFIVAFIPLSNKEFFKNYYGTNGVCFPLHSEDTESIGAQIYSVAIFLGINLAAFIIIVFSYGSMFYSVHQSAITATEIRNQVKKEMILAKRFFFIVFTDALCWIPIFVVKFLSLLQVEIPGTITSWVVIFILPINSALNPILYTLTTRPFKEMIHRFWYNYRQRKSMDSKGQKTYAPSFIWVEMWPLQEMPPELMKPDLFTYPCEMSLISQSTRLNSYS
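HEK293T cells stably expressing RXFP1 were pretreated with the PDE4 inhibitor Ro 20174, exposed to compounds for 30 min at 37C, lysed, and cAMP was read by TR-FRET. Data normalized to buffer (basal) and 29 nM porcine relaxin (100%).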
Vif-A3G inh: qHTS for Inhibitors of Vif-A3G Interactions: qHTS. actives 0.076% (n = 410,000). Potency, µM (highest dose often 46.1 µM), inactives show at the highest dose activity, negative = active, usual class: inhibitors. AID 602310, 2012. HeLa A3G-eYFP + Vif (tagged APOBEC3G with the HIV-1 protein that degrades it), YFP fluorescence, overnight;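 also: % is scaled to controls: 0 for no effect and ±100 for the full control effect; nearly all actives have a fitted effect of over 60% in size; hits raise eYFP signal because A3G escapes Vif-driven loss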
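HeLa cells stably expressing Vif and C-terminally eYFP-tagged A3G, seeded overnight at 37 deg C, then exposed to compound by pintool overnight at 37 deg C. Rise in yellow fluorescence (Ex 488/Em 500-530, Acumen) marks blocked Vif-driven A3G degradation.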
Vif-A3F inh: qHTS for Inhibitors of Vif-A3F Interactions: qHTS | HeLa A3F-eYFP + Vif (tagged APOBEC3F with the HIV-1 protein that degrades it), YFP fluorescence increase | Potency, µM (titrated, usually from 46.1 µM), without a hit: top-dose activity, negative = active | actives 0.2% (n = 390,000); also: % of control where 0% means no effect; nearly all actives have a fitted effect of over 65% in size
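Fluorescence increase (Ex 488/Em 500-530) after overnight compound treatment at 37 deg C flags inhibition of Vif-driven A3F-eYFP loss in stable HeLa A3F-eYFP/Vif cells seeded overnight beforehand.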
RGS4 inh: Inhibitors of Regulator of G Protein Signaling (RGS) 4: qHTS; actives 0.039% (n = 390,000); AID 504845, 2011; Regulator of G-protein signaling 4 (Homo sapiens), P49798; Transcreener GDP fluorescence polarization, RGS4-accelerated GTP hydrolysis; Potency, µM (doses to about 114 µM), without a hit: at the highest dose activity change, negative = inhibition, most hits filed as inhibitors; also: % is scaled to controls: 0 for no effect and ±100 for the full control effect; nearly all actives have a fitted effect of over 75% in size; some results filed as inactive show a strong effect at the top dose
Target sequence (P49798 whole entry, looked up): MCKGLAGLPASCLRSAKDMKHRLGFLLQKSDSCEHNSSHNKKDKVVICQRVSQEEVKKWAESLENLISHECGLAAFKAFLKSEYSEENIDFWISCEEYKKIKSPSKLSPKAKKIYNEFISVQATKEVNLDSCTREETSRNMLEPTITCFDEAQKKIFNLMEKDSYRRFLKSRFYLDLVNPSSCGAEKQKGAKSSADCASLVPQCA
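MLSMR compounds (23 nl, pin-transferred) preincubated 10 min at room temperature with a 500nM (2x) first reagent, then RGS4 at 900nM (2x) plus Transcreener GDP mix added; fluorescence polarization (620/688 nm) read before and after 90 min at 30 °C.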
TrxR1 substrate: qHTS Assay for Substrates of Mammalian Selenoprotein Thioredoxin Reductase 1 (TrxR1): qHTS. Potency, µM (doses to about 114 µM), for inactives: at the top dose activity change, negative = substrate turnover. AID 588456, 2011. Thioredoxin reductase 1, cytoplasmic (Rattus norvegicus), O89049. purified TrxR1 substrate turnover, NADPH consumption readout. actives 0.01% (n = 390,000); also: % is scaled to controls: 0 for no effect and ±100 for the full control effect; nearly all actives have a fitted effect of over 50% in size
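Rat TrxR1, dispensed at 90 nM, was prereduced with 400 uM NADPH (final) for 5 min at ~22 deg C, then incubated with compound 15 min before 400 uM selenite. A first-read NADPH fluorescence drop versus no-compound background flagged substrates.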
USP1 inh: Inhibitors of USP1/UAF1: Primary Screen | recombinant USP1/UAF1, Ub-Rhodamine cleavage fluorescence | AID 743255, 2014 | actives 0.23% (n = 390,000) | Potency, µM (titrated, usually from 57.1 µM), for inactives: at the highest dose activity change, negative = inhibition, usual class: inhibitors; also: % is scaled to controls: 0 for no effect and ±100 for the full control effect; nearly all actives have a fitted effect of over 60% in size; inactives centre near -12
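USP1/UAF1 complex at 1 nM was preincubated with compound for 15 min at room temperature, then Ub-Rho substrate (150nM final) was added. Fluorescence (480/540 nm) was read kinetically, 6 reads every 60 seconds.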
rTrxR1 inhibitor: qHTS Assay for Inhibitors of Mammalian Selenoprotein Thioredoxin Reductase 1 (TrxR1): qHTS; Thioredoxin reductase 1, cytoplasmic (Rattus norvegicus), O89049; Potency, µM (highest dose often 114 µM), for inactives: top-dose activity change, negative = inhibition, actives largely listed as inhibitors; recombinant rTrxR1, NADPH fluorescence consumption, selenite substrate; actives 1% (n = 390,000); also: % is scaled to controls: 0 for no effect and ±100 for the full control effect; nearly all actives have a fitted effect of over 65% in size
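Rat TrxR1 (90 nM in the dispensed reagent) was pre-reduced with 400 uM NADPH for 5 min at room temperature, then incubated with compound for 15 min. After 400 uM selenite was added, NADPH fluorescence (Ex 340/Em 450 nm) was followed for 8 min.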
mIDH1 inhibitor: qHTS for Inhibitors of mutant isocitrate dehydrogenase 1 (IDH1): qHTS; Isocitrate dehydrogenase [NADP] cytoplasmic (Homo sapiens), O75874; IDH1-R132H enzyme, NADPH consumption, diaphorase/resazurin fluorescence; Potency, µM (titrated, usually from 76.6 µM), without a hit: at the highest dose activity change, negative = inhibition, most hits filed as inhibitors; actives 0.093% (n = 390,000); also: % is scaled to controls: 0 for no effect and ±100 for the full control effect; nearly all actives have a fitted effect of over 65% in size
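IDH1-R132H (0.5 ug/mL dispensed) in pH 7.5 Tris buffer was preincubated 30 min with compound, then given a substrate mix of 0.016 mM NADPH and 2 mM alpha-KG for 80 min at room temperature; remaining NADPH was read by diaphorase/resazurin fluorescence.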
12-LOX inh: Primary qHTS assay for inhibitors of human arachidonate 12S-lipoxygenase (ALOX12): Round 2; Polyunsaturated fatty acid lipoxygenase ALOX12 (Homo sapiens), P18054; purified 12hLO, xylenol orange hydroperoxide absorbance; Potency, µM (doses to about 108 µM), for inactives: at the top dose activity change, negative = inhibition, hits mostly inhibitors; actives 1.1% (n = 580,000); AID 1671190, 2021; also: % is scaled to controls: 0 for no effect and ±100 for the full control effect
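Purified human 12hLO at 150 nM in 25 mM Hepes, 0.01% Triton X-100, pH 7.0, preincubated 15 min at room temperature with compound. Reaction started with 40 uM arachidonic acid, 30 min at room temperature. Hydroperoxide measured by Fe-xylenol orange, 573/405 nm absorbance ratio.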
Starred values were filed as active, the others as inactive; i = inactive; u = inconclusive; x = no result given; & = joins results of further samples; [ ] = dose if it differs, or a comment. Calls follow the shape of the dose curve; as a rule, active = well fitted curve in the direction sought with a large enough effect; inconclusive = small, poorly fitted or top-dose-only effect, or another doubt; inactive = no such curve, though single readings can be large; an effect the other way counts as inactive or inconclusive. Potency is read from the fitted curve at half-maximal effect. The list is partial. The share of hits here may be higher or lower than overall.

Compound	RXFP1 agonist	Vif-A3G inh	Vif-A3F inh	RGS4 inh	TrxR1 substrate	USP1 inh	rTrxR1 inhibitor	mIDH1 inhibitor	12-LOX inh
CCc1ccc(S(=O)(=O)c2nnn3c2nc(N(C)Cc2ccccc2)c2cc(Cl)ccc23)cc1	2.2%	0.2%	2.0%	-4.4%	11.3%	3.3%	26.7%	-7.2%	-24.6%
Cc1ccc(C(=O)N2CCN(c3ccccn3)CC2)cc1Cl	-0.2%	0.1%	-2.8%	-21.4%	1.4%	-14.4%	5.0%	11.0%	0.0%
COc1ccc(C(=O)OCC(=O)NC(=O)NC2CCCC2)cc1[N+](=O)[O-]	x	-6.5%	-18.9%	-5.1%	-4.8%[57.1 µM]	-22.2%	8.6%	0.0%	-4.6%
O=C(O)COn1c(-c2ccc(Cl)cc2)nc2ccc(Cl)cc21	6.6%	-1.6%	-7.4%	-2.3%	6.6%[57.1 µM]	-18.3%	5.0%[57.1 µM]	15.7%	-6.2%
CSc1ccc(S(=O)(=O)NCC(=O)OCC(=O)NCC2CCCO2)cc1[N+](=O)[O-] (stereo not given)	0.0%	4.4%	u	-8.0%	1.1%[57.1 µM]	-23.3%	2.4%[57.1 µM]	0.0%	-16.7%
O=C(Cn1ccnc1[N+](=O)[O-])N(CCO)CCO	x	-1.1%	-0.1%	x	x	-15.3%	x	-7.2%	u
Cc1ccccc1C(=O)Nc1ccc(Br)cn1	-1.4%	-29.8%	-9.2%	10.4%	0.8%	-22.9%	9.6%	4.9%	-1.1%
CCc1cccc(C)c1NS(=O)(=O)c1c(C)nc2sccn2c1=O	-0.1%&1.5%	0.5%&-1.3%	-6.6%&-5.0%	-10.1%&-4.7%	-7.4%&-3.6%	-11.4%&-8.3%	1.6%&3.9%	-6.5%&5.0%	-22.3%&-2.5%
COc1ccc(S(=O)(=O)N2CCN(S(=O)(=O)c3ccc4c(c3)OCCO4)CC2)cc1C	2.2%	0.3%&1.5%	-4.8%	7.1%&-10.7%	0.3%	-7.5%	-7.5%&19.0%	-0.5%	-3.5%
COc1ccc(C(=O)NCCCCCC(=O)O)cc1OC	0.1%	2.0%	-14.2%	-8.3%	4.4%	-9.4%	6.9%	-2.5%	0.0%
Cc1[nH]c2ccccc2c1/C=C/c1nc2ccccc2c(=O)[nH]1	-0.1%	u	u	-30.1%	-3.8%	-16.1%	2.6%	4.2%	u
COc1ccc(N(CC(=O)NCc2ccco2)S(=O)(=O)c2ccccc2)cc1	0.4%	-6.2%	6.5%	-44.2%	-10.5%	-6.3%	14.0%[57.1 µM]	-1.6%	2.4%
Nc1nc(SCC(=O)O)c2[nH]cnc2n1	x	1.2%	x	-0.2%	5.5%[0.0914 µM]	x	10.4%	x	x
CCn1c(COc2ccccc2)nnc1SCC(=O)CC(=O)Nc1ccccc1OC	-0.1%	-1.5%	-0.1%	-1.0%	0.8%	-19.2%	-12.7%	4.2%	0.0%
O=c1c2cccnc2n(Cc2ccccc2F)c(=O)n1Cc1ccccc1Cl	25.9%	2.8%	2.3%	-0.7%	11.6%	-23.6%	35.8%	-17.5%	-13.3%
COc1ccc(-c2csc(-c3ccc(O)cc3)n2)cc1	0.0%	u	-5.0%	-23.0%[11.4 µM]	2.4%	u	56.2µM*	-10.5%	-16.6%
CC1CCN(C(=O)CNC(=O)CNC(=O)Cc2ccccc2)CC1	4.3%	0.0%	-13.1%	-2.8%	0.5%	-16.8%	-3.5%	6.5%	i
CCCNC(=O)C[C@@H]1C[C@H]2c3cc(NC(=O)c4ccc5c(c4)OCO5)ccc3O[C@H]2[C@@H](CO)O1	x	-1.3%	4.1%	x	x	-22.1%	x	3.2%	0.0%
O=C1[C@H]2[C@@H](c3ccccc3)N[C@]3(CCCN(Cc4ccc(Br)cc4)C3=O)[C@H]2C(=O)N1Cc1ccccc1	x	-6.2%	-5.4%	x	x	-20.9%	x	u	-77.2%
O=C(OCCN1CCCCC1)c1ccc(O)cc1	-1.2%	1.3%	-0.9%	0.1%	-1.4%	-4.8%	-1.7%	9.5%	13.3%
CC1=C(C(=O)Nc2ccc(C)cc2C)C(c2sccc2C)n2ncnc2N1 (stereo not given)	-0.2%	-6.8%	-6.2%	1.3%	1.9%[57.1 µM]	-11.9%	11.3%[57.1 µM]	-2.2%	-26.5%
COc1c(O)ccc(/C=N\NC(=O)c2ccc3c(c2)OCO3)c1[N+](=O)[O-]	-3.1%	-0.3%	4.0%	5.2%	-14.6%	-19.4%	0.9%	-2.6%	16.3%
CCOC(=O)N1CCN(C(=O)c2ccc3c(=O)n4c(nc3c2)CCCCC4)CC1	1.0%	1.7%	1.0%	-3.8%	-11.0%	-0.6%	-6.1%	6.1%	0.0%
CSCC[C@H](NS(=O)(=O)c1ccc(C)cc1)C(=O)N1CCC(C(=O)N[C@@H](Cc2ccccc2)C(=O)O)CC1	0.3%	1.1%	-1.4%	-17.2%	-4.4%	9.3%	-1.8%	-8.5%	4.3%
CN1CCN(S(=O)(=O)c2cccc(C(=O)Nc3cc(C(F)(F)F)ccc3N3CCCC3)c2)CC1	-1.6%	1.7%	2.4%	-5.4%	-0.9%	-8.5%	5.5%	4.3%	-17.9%
COCCCNC(=O)c1c(NC(=O)Cc2coc3cc(C)cc(C)c23)sc2c1CCCC2	-1.2%	-4.1%	-12.3%	-36.1%	5.6%	-22.1%	20.7%	0.0%	-11.3%
Cc1ccc(C(=O)Nc2ncc(Cc3ccc(SC(F)F)cc3)s2)cc1	-1.7%	-32.9%	-0.6%	8.7%	4.6%	-11.7%	10.1%	-0.5%	11.5%
CCc1ccccc1NC(=O)Cn1nc(-c2cc(C)ccc2C)c2c(c1=O)CCCC2	-1.6%	4.8%	4.7%	11.6%	-0.4%	-10.8%	7.6%	-7.3%	-10.3%
Cc1ccc2c(C)c(C(=O)N3CCCC(C(N)=O)C3)oc2c1C (stereo not given)	5.4%	-0.2%	-6.6%	1.5%	1.7%	-8.1%	20.7%	-2.8%	i
CCOc1ccc(C2C(C(=O)OC)=C(C)N=C3SCCC(=O)N32)cc1OCC (stereo not given)	2.1%	-4.1%	2.9%	1.3%	-10.9%	2.0%	-7.9%	2.1%	115.2%[activator]

Some entries already given, reduced to TrxR1 substrate and 12-LOX inh.
| mol | TrxR1 substrate | 12-LOX inh |
| --- | --- | --- |
| CC1CCN(C(=O)CNC(=O)CNC(=O)Cc2ccccc2)CC1 | 0.5% | i |
| COc1c(O)ccc(/C=N\NC(=O)c2ccc3c(c2)OCO3)c1[N+](=O)[O-] | -14.6% | 16.3% |

Following part
Compound	RXFP1 agonist	Vif-A3G inh	Vif-A3F inh	RGS4 inh	TrxR1 substrate	USP1 inh	rTrxR1 inhibitor	mIDH1 inhibitor	12-LOX inh
COC(=O)c1ccc([C@H]2CC(=O)O2)cc1	0.8%	-5.1%	-3.3%	19.9%	0.9%[57.1 µM]	-25.5%	-1.2%[57.1 µM]	18.8%	14.0%
COC(=O)CCN(C(=O)C1CCN(S(=O)(=O)c2c(C)noc2/C=C/c2ccccc2F)CC1)c1ccccc1	-0.2%	6.6%	0.7%	-0.6%	-3.6%[57.1 µM]	-15.6%	13.4%[57.1 µM]	-20.0%	-11.4%
COc1ccc(OCCCC(=O)Nc2nc(-c3ccccn3)cs2)cc1	-2.4%	-5.4%	-10.4%	-50.4%	2.1%	-28.9%	-12.3%	0.0%	-10.9%
O=[N+]([O-])c1cc(/C=N/N/C(=N/c2ccccn2)c2ccccn2)ccc1O	3.9%	-3.8%	-8.4%	-6.4%	-0.1%[57.1 µM]	u	3.9%[57.1 µM]	1.3%	43.3%[activator]
Cc1cc(C)n(C(C)CC(=O)N2CCc3ccccc32)n1 (stereo not given)	-0.5%	-0.9%	-1.8%	-37.4%	7.6%	-25.7%	25.6%	9.9%	19.7%
COc1cccc(NC(=O)C2CC(=O)OC23CCOC(C)(C)C3)c1 (stereo not given)	0.5%	0.8%	3.4%	18.2%	-4.7%	2.2%	-4.1%	-0.1%	1.0%
CC1CCN(S(=O)(=O)c2ccc3c(c2)oc(=O)n3C)CC1	-2.4%	1.0%	-7.8%	13.0%	0.7%	0.9%	17.3%	2.1%	-13.9%
CCCc1nnc(SCC(=O)O)n1CC	0.0%	3.9%	-2.9%	-17.4%[11.4 µM]	3.4%	-11.5%	11.7%	-1.2%	-0.2%
